# Bioassay records (PubChem)
# Lipid storage S3 = qHTS Assay for Lipid Storage Modulators in Drosophila S3 Cells; Drosophila S3 cells, BODIPY lipid droplet fluorescence, 18-24 h; cells fed with added oleic acid; Potency in µM for hits, for the others lipid storage change, negative = inhibition, % at the top dose, mostly 46.1 µM; 0.64% of 320,000 active; active means well fitted inhibition curve with a large enough effect in the signal ratio, with a control signal flat, not every such curve was filed as active; inconclusive means small, poorly fitted or top-dose-only effect, or effect the other way, or a change in a side signal; the % refers to the signal ratio
#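 Laser-scanning cytometry quantifies lipid droplet accumulation (500–530 nm total intensity; droplet/cell object ratio) in oleic acid-fed (400 uM added) Drosophila S3 cells treated with a concentration series. 20 uM Triacsin C defined 100% inhibition.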
# Lipid storage S3 cell count max = also measured in Lipid storage S3; calls as there; cell number change, %; measured here: cell count max response;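 cells counted by Cell Tracker Red CMTPX staining in the red channel; peak over a dose series mostly up to 46.1 µM; percent activity relative to internal control wells on each plate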
# Numbers without * were called inactive; i = inactive; ? = inconclusive; . = not tested or not shown. On the % scale 0 is the no-effect control and ±100 the full control effect; potency means the concentration at half of the fitted maximal effect. This is a subset; rates above refer to the full screens.
# Each structure is followed by: Lipid storage S3 cell count max, Lipid storage S3
- Cc1ccc(C(=O)CSc2nnc(COc3ccccc3)o2)cc1
 : 7, 11%
- CC(C)(C)Sc1ccccc1S(=O)(=O)C(C)(C)C
 : -2, 4%
- Cc1ccc(-n2cccc2/C=C2/C(=N)N3C(=NC2=O)SN=C3S(C)(=O)=O)cc1Cl
 : ., ?
- Cc1sc2nc(SCc3nc(-c4cccs4)no3)n(-c3ccccc3)c(=O)c2c1C
 : -10, 14%
- COc1ccc(OC(=O)COc2ccc(C)cc2)cc1
 : ., ?
- CC(C)CN1CCN(C2CCN(C(C)C)CC2)C(CCO)C1 (stereo not drawn)
 : ., ?
- CC(OC(=O)CCCc1nc2ccccc2s1)C(N)=O (stereo not drawn)
 : 19*, 23µM*
- Cc1cc(-n2nnc3ccccc32)nc2ccccc12
 : -11, 21%
- CS(=O)(=O)N(CC(=O)Nc1ccc2c(c1)OCCO2)Cc1ccc(Cl)cc1
 : ., i
- Cc1cccc(OCCSc2nc3c([nH]2)c(=N)ncn3Cc2ccccc2)c1
 : ., -2%
- O=C(/C=C/c1ccco1)Nc1nc(-c2ccc(F)c(F)c2)cs1
 : -14, 0%
- Cc1ccc2nc(SCC(=O)NC3CCCCC3)nc(=O)n2c1
 : ., ?
- CCC(C)(C)NC(=O)C(c1ccc(F)cc1)N(Cc1cccc(OC)c1)C(=O)c1cnccn1 (stereo not drawn)
 : -19, -16%
- CCCCCCC(=O)Nc1c2c(nc3ccccc13)N(C)CC2
 : ., ?
- COc1ccccc1C(=O)NC(=S)Nc1ccc(N2CCOCC2)c(Cl)c1
 : 11, 1%
- O=C(NNC(=O)c1ccc(Cl)cc1Cl)c1cccs1
 : 10, 2%
- C=CCNC(=O)c1ccc(Sc2ccccc2)c([N+](=O)[O-])c1
 : ., ?
- COc1ccc(-c2nn(-c3ccccc3)cc2C(=O)NC2CC2)cc1
 : ., ?
- O=C(NC(NC(=S)Nc1ccc(Cl)c(Cl)c1)C(Cl)(Cl)Cl)c1ccco1 (stereo not drawn)
 : 3, -16%
- Cc1cc(C(=O)O/N=C(\N)c2ccc(C(C)(C)C)cc2)no1
 : -2, 18%
- COc1ccc(CN2CCNC(=O)C2CC(=O)N(C)Cc2ccon2)c(OC)c1 (stereo not drawn)
 : 4, -10%
- O=C(c1cccc(S(=O)(=O)N2CCCCC2)c1)N1CCN(Cc2ccccc2)CC1
 : ., ?
- CCCn1c(N)c(N(CCOC)C(=O)c2ccccc2)c(=O)[nH]c1=O
 : 5, 24%
- CC(C)c1ccc(/C=N/N2CCCCC2)cc1
 : -17, -4%
- Oc1[nH]c2ccccc2c1C=Nc1ccccc1
 : -1, 0%
- CCOc1cc(/C=N/O)cc(Br)c1OC
 : -7, 19%
- NC(=O)CC(NC(=O)c1ccc(Br)cc1)c1ccc(N2CCCCCCC2)c([N+](=O)[O-])c1 (stereo not drawn)
 : ., ?
- C=CCn1c(=O)c2c(C)c(C)sc2n2c(Nc3ccc(OC)cc3)nnc12
 : ., ?
- O=C(COc1ccc(F)cc1)Nc1c(C(=O)N2CCC(N3CCCCC3)CC2)oc2ccccc12
 : ., ?
- O=C(CC(Nc1ccccc1Cl)C(=O)OCC(=O)c1cccs1)c1ccccc1 (stereo not drawn)
 : -1, -13%
- CC(NC(=S)Nc1ccc(F)cc1)C(c1cccs1)N1CCOCC1 (stereo not drawn)
 : -7, 22%
- Cc1ccc(S(=O)(=O)NCC(=O)OCC(=O)NCc2ccc3c(c2)OCO3)cc1
 : ., ?
- OCC[C@H]1C[C@@H](O)[C@H](O)[C@]2(OCCc3ccccc32)O1
 : ., ?
- CC(=O)Nc1ccc(Nc2nc3ccccc3n3cnnc23)cc1
 : ., ?
- CN(Cc1ccccc1NCC(=O)Nc1ccccc1C#N)C1CCCCC1
 : ., ?
- CCc1ccc2oc(-c3ccc(N)cc3)nc2c1
 : ., i
- COC(=O)c1c(NC(=O)CCCC(=O)O)sc2c1CCCCC2
 : ., ?
- Cc1c(-c2ccccc2)[n+](=O)c(-c2ccco2)c(C)n1[O-]
 : -7, 6%
- Cc1ccc(NC(=O)Nc2cccc(C)n2)c(C)c1
 : 7, 12%
- COc1ccc(-c2noc(CNC(=O)CCCN3C(=O)[C@H]4CC=CC[C@H]4C3=O)n2)cc1
 : ., ?
- COc1ccc(CNC(=O)C(C)NC(=O)c2cc3ccccc3o2)cc1 (stereo not drawn)
 : ., ?
- O=C1c2ccccc2C(=O)N1C/C=C/c1ccccc1
 : ., ?
- CC(=O)c1cc(NC(=O)c2cccc(C(F)(F)F)c2)c(=O)oc1C
 : ., ?
- CCOc1cccc(C(=O)Nc2nc(-c3ccc(S(=O)(=O)N4CCOCC4)cc3)cs2)c1
 : ., ?
- O=C(CC(=O)N/N=C/c1c(Cl)cccc1Cl)NCc1cccnc1
 : ., ?
- CCOC(=O)C1=C(O)CSC1=Nc1ccccc1
 : 11, 0%
- COC(=O)c1c(C(=O)OC)c2cccc3cc(-c4ccccc4)c4ccc1c4n32
 : ., i
- Cc1cccc(C)c1NC(=O)CCCSc1nnc(-c2ccc(F)cc2)n1-c1ccccc1
 : ., ?
- CCCn1c(SCc2ccccc2)nc2c1c(=O)[nH]c(=O)n2C
 : ., ?
- CC(=O)Nc1ccc(C(=O)CSc2nnnn2C)cc1
 : 15, 28%

# Reformatted field by field: entries from further up.
> CCOC(=O)C1=C(O)CSC1=Nc1ccccc1
- Lipid storage S3 cell count max: 11
- Lipid storage S3: 0%
> COC(=O)c1c(C(=O)OC)c2cccc3cc(-c4ccccc4)c4ccc1c4n32
- Lipid storage S3 cell count max: .
- Lipid storage S3: i
> Cc1cccc(C)c1NC(=O)CCCSc1nnc(-c2ccc(F)cc2)n1-c1ccccc1
- Lipid storage S3 cell count max: .
- Lipid storage S3: ?
> CCCn1c(SCc2ccccc2)nc2c1c(=O)[nH]c(=O)n2C
- Lipid storage S3 cell count max: .
- Lipid storage S3: ?

# Further compounds:
# Each structure is followed by: Lipid storage S3 cell count max, Lipid storage S3
- COc1ccc(/C=C2\SC(=S)N(CCC(=O)NC3C=CS(=O)(=O)C3)C2=O)cc1 (stereo not drawn)
 : -6, i
- Nn1c(Cc2ccccc2F)nnc1SCC(=O)N1CC(=O)Nc2ccccc21
 : 0, 17%
- COc1ccc(NC(=O)CN(C)C(=O)CNC(=O)Cc2cccc3ccccc23)cc1
 : ., 10%
- CCc1ccccc1NC(=O)c1ccc(NCCc2ccccc2)c([N+](=O)[O-])c1
 : ., ?
- O=C(N=C1c2ccccc2CN1c1ccc(F)c(F)c1)c1cccnc1
 : ., ?
- CCN(CC)S(=O)(=O)c1cccc(NC(=O)CN2C(=O)NC3(CCOc4ccccc43)C2=O)c1 (stereo not drawn)
 : ., ?
- CN(CCc1ccccn1)C(=O)CCc1nnc(CCCc2ccccc2)o1
 : ., ?
- CC(Oc1ccccc1)C(=O)Nc1nc(-c2ccncc2)cs1 (stereo not drawn)
 : 0, 8%
- NC1=NC2(CCN(Cc3ccccc3)CC2)n2c(nc3ccccc32)N1
 : 10, i
- Cc1ccc(C(=O)NC(C)c2ccc(-n3ccnc3)cc2)c(C)c1 (stereo not drawn)
 : 29, i
- CCCC(=O)N(CCN1CCOCC1)c1nc2c(F)cc(F)cc2s1
 : -25, i
- Cc1c(C(=O)N2CCN(c3ncccn3)CC2)oc2c(Cl)cccc12
 : ., ?
- CC(=O)c1cccc(NC(=O)COc2cc(C)on2)c1
 : ., ?
- Cc1nn(Cc2ccccc2)c(C)c1C(=O)Nc1ccc(N2CCOCC2)cc1
 : ., ?
- COc1cc2ccccc2cc1C(=O)N(CCN(C)C)c1nc2ccc(C)cc2s1
 : ., ?
- COc1ccc(-c2n(Cc3ccccc3)c3ccccc3[n+]2Cc2ccccc2)cc1
 : ., ?
- COc1ccc(N2CCN(CCCNC(=O)C3(S(=O)(=O)c4ccc(Cl)cc4)CC3)CC2)cc1
 : ., i
- Cc1ccccc1OCCNC(=O)c1ccco1
 : -7, i
- CN(C(=O)COC(=O)/C=C/c1ccc2c(c1)OCO2)c1c(N)n(Cc2ccccc2)c(=O)[nH]c1=O
 : ., 22%
- CCN(CC)c1ccc(NC(=O)COC(=O)CCC(=O)c2cccs2)cc1
 : ., ?
- Cc1ccc(-c2nnn(Cc3nc(N)nc(N4CCOCC4)n3)n2)cc1
 : ., ?
- COc1ccccc1N1CCN(/N=C(\C)c2ccccc2O)CC1
 : 9, 0%
- CC[C@H](C)[C@@H](CN[C@H](CCCCNC)CNC)NCC1CCCC1
 : 15, -22%
- Cc1ccccc1Cn1ccc(NC(=O)c2cc3nc(-c4ccco4)cc(C(F)(F)F)n3n2)n1
 : 8, i
- COc1ccc(NC(=O)Nc2c(C)n(C)n(-c3ccccc3)c2=O)c(OC)c1
 : 19, i
- Cc1cc(C(=O)NNC(=O)/C=C/c2ccco2)c(C)o1
 : ., ?
- COc1ccc(-c2noc(CCC(=O)NCc3cc(Br)ccc3OC)n2)cc1
 : ., ?
- CC1=C(C#N)C(NC(=O)c2ccc(C)cc2)(C(F)(F)F)C(=O)N1 (stereo not drawn)
 : ., ?
- Cc1ccccc1NC(=O)C[n+]1cc(-c2ccccc2)n2c1CCC2
 : 5, -2%
- CCN1C(=O)[C@H]2[C@@H](c3ccc(C)cc3)N3C(=O)N(c4cccc(Br)c4)C(=O)[C@@]3(CC)[C@H]2C1=O
 : ., ?

# Compound profiles, as listed above.
# Profile of CC(C)(C)Sc1ccccc1S(=O)(=O)C(C)(C)C → Lipid storage S3 cell count max = -2; Lipid storage S3 = 4%
# Profile of CCc1ccccc1NC(=O)c1ccc(NCCc2ccccc2)c([N+](=O)[O-])c1 → Lipid storage S3 cell count max = .; Lipid storage S3 = ?
# Profile of Cc1c(C(=O)N2CCN(c3ncccn3)CC2)oc2c(Cl)cccc12 → Lipid storage S3 cell count max = .; Lipid storage S3 = ?

# (listing goes on)
# Each structure is followed by: Lipid storage S3 cell count max, Lipid storage S3
- Cc1ccc(-c2nc3c(=O)n(-c4ccccc4)c4c(c(=O)n(C)c(=O)n4C)c3o2)cc1
 : 21, 6%
- COc1ccc(N2CCN(C(=O)CCS(=O)(=O)c3ccc(C)cc3)CC2)cc1
 : ., ?
- COC(=O)C(Cc1c[nH]c2ccccc12)NC(=O)CNC(C)=O (stereo not drawn)
 : 16, i
- O=c1cc(CSc2nnnn2-c2ccccc2)nc2scc(-c3ccccc3)n12
 : ., ?
- CCC(C(=O)O)n1nnc(-c2ccc(-c3ccc(OC)cc3)cc2)n1 (stereo not drawn)
 : ., ?
- COc1cc(C[C@@H]2C(=O)OC[C@H]2Cc2ccc(OC)c(OC)c2)ccc1O
 : ., ?
- COc1cccc(NC(=O)CN(C)C(=O)/C=C/c2ccc3ccccc3n2)c1
 : ., 22%
- O=C(COC(=O)c1cccc(S(=O)(=O)N2CCCCC2)c1)NCc1ccccc1
 : ., ?
- O=[N+]([O-])c1ccc(O)c(C=Nc2ccc3nc(-c4ccccc4)[nH]c3c2)c1
 : -13, -1%
- CN(C)c1cccc(C(=O)N2CCCC(CCC(=O)NCc3ccccc3F)C2)c1 (stereo not drawn)
 : ., ?
- C=CCSc1nnc(CNS(=O)(=O)c2ccc(C)cc2)n1C
 : ., -1%
- COC(=O)c1cc(NS(=O)(=O)c2ccc(N3CCC(C)CC3)c([N+](=O)[O-])c2)cc(C(=O)OC)c1
 : 1, 0%
- Cc1cccc(OCc2nnc(SCC(=O)NC3CCCC3)n2C)c1
 : ., ?
- CS(=O)(=O)NCc1ccc(C(=O)NC2CCCCC2)cc1
 : ., i
- COCC(=O)N1CCC(n2nnc3cc(F)ccc32)CC1
 : ., ?
- CC(C)(C)C(=O)CNCC(=O)C(C)(C)C
 : ., ?
- NCCCC[C@@H]1NC(=O)c2cc([N+](=O)[O-])cc(F)c2NCCCC[C@@H](C(N)=O)NC(=O)[C@H](CCC(N)=O)NC1=O
 : -18, -10%
- COc1cc([N+](=O)[O-])ccc1NC(=O)COC(=O)c1n[nH]c2ccccc12
 : ., ?
- COc1ccc(OC)c(NC(=O)CN2C(=O)NC(C)(c3ccc4c(c3)OCCO4)C2=O)c1 (stereo not drawn)
 : ., ?
- O=C(c1cccc(C(F)(F)F)c1)C1CCCN(C(=O)/C=C/c2cnc[nH]2)C1 (stereo not drawn)
 : ., ?
- CCS(=O)(=O)N1Cc2ccccc2CC1C(=O)Nc1ccc(OC)cc1 (stereo not drawn)
 : 13, -17%
- OC(CNCc1ccccc1F)COc1cccc2ccccc12 (stereo not drawn)
 : ., ?
- CC1CCCN(S(=O)(=O)c2ccc([N+](=O)[O-])cc2)C1 (stereo not drawn)
 : ., ?
- Cc1cc(C)n2nc(C(=O)OCC(=O)N(C)CC(=O)Nc3ccccc3Cl)nc2n1
 : ., ?
- Cc1ccc(CNC(=O)CC2(CC3=NS(=O)(=O)c4ccccc4N3)CCCC2)cc1
 : ., ?
- CC(C)C(=O)Nc1nc2cc3c(cc2s1)OCCO3
 : ., ?
- O=C(CN1CCN(C/C=C/c2ccccc2)CC1)Nc1ccccc1C(=O)NC1CC1
 : ., ?
- O=Cc1s/c(=N\S(=O)(=O)c2ccccc2)n(CCCCl)c1Cl
 : ., ?
- COc1ccc(OC)c(C2C(C(=O)c3cccs3)=C(O)C(=O)N2c2cc(C)on2)c1 (stereo not drawn)
 : 20, 10%
- COC(=O)Cc1[nH]n(-c2nc3ccccc3s2)c(=O)c1C(C)=Nc1ccc(OC)cc1
 : ., ?
- CCOC(=O)N1CCc2c(sc3c2c(=O)n(-c2ccc(CC)cc2)c(=O)n3CC(=O)NCC2CCCO2)C1 (stereo not drawn)
 : ., i
